# Source: PubChem (several laboratories)
# TROY signal inh: inhibitors of TROY-dependent NF-kB signaling. Q293 LMP1-TROYcd NF-kB luciferase reporter, 4 h. inhibition, % at 10 µM. 360,000 compounds, 0.98% hits;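 active means compounds whose plate-normalised and pattern-corrected inhibition of the luciferase reporter signal at the single screening dose is 50% or more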
# TWEAK-Fn14 inh: blocks TWEAK-Fn14 interaction in a reporter cell assay; TWEAK-stimulated Fn14 reporter cells, luciferase luminescence, 8 h; inhibition, % at 10 µM; 360,000 compounds, 2% hits; AID 1159606; in the data active means inhibition above about 50%
# NR2F2 inh: inhibitors of human COUP-TFII (NR2F2); P24468; HEK293T NGFI-A luciferase reporter, luminescence; inhibition, % at 8.6 µM; 370,000 compounds, 0.7% hits;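 active means inhibition above a per-plate cutoff, mean inhibition of test wells between control levels plus 3 SD, cut at about 38% in these data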;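 further: cells cotransfected with COUP-TFII expression vector driving the NGFI-A reporter; 0% = median of COUP-TF2 test wells and 100% = reporter-only cells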
# Target sequence (P24468 whole entry, looked up): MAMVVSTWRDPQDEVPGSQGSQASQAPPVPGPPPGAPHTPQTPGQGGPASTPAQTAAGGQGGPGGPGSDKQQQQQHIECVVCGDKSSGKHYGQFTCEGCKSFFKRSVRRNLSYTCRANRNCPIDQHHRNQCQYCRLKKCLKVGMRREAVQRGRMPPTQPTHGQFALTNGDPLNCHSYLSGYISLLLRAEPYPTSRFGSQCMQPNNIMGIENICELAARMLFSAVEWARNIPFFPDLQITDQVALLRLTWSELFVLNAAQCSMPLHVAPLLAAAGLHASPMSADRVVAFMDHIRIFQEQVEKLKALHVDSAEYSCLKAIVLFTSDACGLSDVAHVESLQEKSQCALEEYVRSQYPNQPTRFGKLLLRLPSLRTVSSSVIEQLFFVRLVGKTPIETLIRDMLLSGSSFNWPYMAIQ
# NCOA1 inh: inhibits human SRC1 coactivator; 360,000 compounds, 0.12% hits; inhibition, % at 3.6 µM; Q15788; HEK293 GAL4-SRC1 luciferase reporter, luminescence;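 active means inhibition above the campaign mean plus 3 SD, with each screening campaign given its own cutoff, cut at about 60% in these data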;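 further: 0% = DMSO treated cells and 100% = gossypol at 36 µM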
# TRAIL sens C8: caspase-8 TRAIL sensitization; NB7+C8 cells + TRAIL, ATPlite viability luminescence; 360,000 compounds, 1% hits; inhibition (viability loss, TRAIL sensitization), % at 10 µM;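 active means compounds causing at least 50% loss of cell viability in the single-dose screen, relative to plate controls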
# SRC3 inh: human NCOA3 inhibition; Q9Y6Q9; HEK293 GAL4-SRC3 luciferase reporter, luminescence; inhibition, % at 3.6 µM; 360,000 compounds, 0.17% hits;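 active means inhibition above a per-campaign cutoff, the mean of all compounds plus 3 SD, cut at about 60% in these data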;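 further: 0% = DMSO-treated cells and 100% = gossypol-treated cells at 36 µM; higher means less SRC3-driven luciferase light from the GAL4 reporter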
# SRC2 inh: human SRC2 (NCOA2) inhibition; Q15596; HEK293 GAL4-SRC2 luciferase reporter, luminescence; inhibition, % at 9 µM; 370,000 compounds, 0.17% hits; AID 651957;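 active means inhibition above the mean inhibition of all tested compounds plus 3 SD, set per campaign, cut at about 52% in these data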;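 further: 0% = DMSO treated cells and 100% = cells given Gossypol at 36 µM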
# NR5A2 inv ag: inverse agonists of human LRH-1 (NR5A2) | O00482 | HEK293T StAR-luciferase reporter, LRH-1 transfected, 24 h | inhibition, % at 3.6 µM | 360,000 compounds, 0.13% hits;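 active means inhibition above the mean inhibition of all tested compounds plus 3 SD, cut at about 73% in these data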;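 further: 0% = DMSO wells and 100% = reporter-only cells lacking LRH-1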
# Target sequence (O00482 whole entry, looked up): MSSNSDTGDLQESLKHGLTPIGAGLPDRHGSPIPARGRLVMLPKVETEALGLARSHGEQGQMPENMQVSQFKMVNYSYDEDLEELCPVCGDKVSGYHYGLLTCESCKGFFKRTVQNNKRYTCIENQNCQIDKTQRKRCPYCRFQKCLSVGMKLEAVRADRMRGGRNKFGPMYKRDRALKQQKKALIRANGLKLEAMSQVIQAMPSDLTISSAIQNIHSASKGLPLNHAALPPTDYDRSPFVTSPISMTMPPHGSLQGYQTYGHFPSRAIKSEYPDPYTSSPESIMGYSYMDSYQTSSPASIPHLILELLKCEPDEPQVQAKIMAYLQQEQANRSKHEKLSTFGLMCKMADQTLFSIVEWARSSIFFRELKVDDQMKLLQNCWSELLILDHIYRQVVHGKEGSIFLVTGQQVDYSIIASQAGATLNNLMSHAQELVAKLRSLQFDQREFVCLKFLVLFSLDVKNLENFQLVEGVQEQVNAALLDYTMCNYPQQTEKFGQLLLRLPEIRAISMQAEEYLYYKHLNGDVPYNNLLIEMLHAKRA
# EBV LMP1 NFkB: Epstein-Barr LMP1 NF-kappaB reporter inhibition | 350,000 compounds, 0.69% hits | LMP1-induced NF-kappaB luciferase reporter cells, luminescence | inhibition, % at 12.5 µM; in the data active means inhibition above about 41%;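 further: 0% = neutral control wells and 100% = reference inhibitor control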
# TLR9-MyD88 inh: blocks human TLR9 binding to MyD88. Q9NR96+Q99836. CHO BLA complementation TLR9-MyD88, CCF4 FRET ratio. inhibition, % at 4.98 µM. 340,000 compounds, 0.21% hits. AID 504734;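 active means inhibition above the mean over all tested compounds plus 3 SD, cut at about 21% in these data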;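 further: 0% = DMSO only wells and 100% = clavulanate BLA inhibitor control wells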
# NOD2-RIPK2 inh: inhibitors of human NOD2-RIPK2 interaction | 360,000 compounds, 0.38% hits | O43353 | CHO BLA complementation NOD2-RIPK2, CCF4 ratio | inhibition, % at 4.98 µM; in the data active means inhibition above about 21%;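 further: 0% = vehicle only and 100% = reference blocker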
# An asterisk follows results filed as active; . = not tested or not shown. Only part of the results is shown; the hit share may differ from the screen's.
1. CCC(=O)Nc1nc2ccccc2n1Cc1ccccc1
2. COC(=O)CNC(=O)C1CCCN1C(=O)CNC(=O)OC(C)(C)C (configuration not stated)
3. CC(C)CC(=O)CN1C(=O)C2(OCCO2)c2ccccc21
4. COc1cc(NC(=O)COC(=O)c2ccc(S(=O)(=O)N3CC(C)CC(C)C3)cc2)c(C)cc1[N+](=O)[O-] (configuration not stated)
5. CCCSc1nc2cc(S(=O)(=O)N3CCOCC3)ccc2n1CC
6. Cc1ccnn1CCC(=O)N1CCCC(Nc2ccc(C(C)C)cc2)C1 (configuration not stated)
7. COCCOc1ccc(C(F)(F)F)cc1NC(=O)CN1C(=O)NC(C)(c2ccc3c(c2)OCO3)C1=O (configuration not stated)
8. CCOc1ccc2nc(NCCNC(=S)NCCCN(C)C)c(C#N)cc2c1
screen / no.	1	2	3	4	5	6	7	8
TROY signal inh	9	-30	2	11	-12	-5	-14	-24
TWEAK-Fn14 inh	13	-1	-9	-7	-5	6	6	-16
NR2F2 inh	0	-12	0	.	12	12	-9	-12
NCOA1 inh	4	-11	7	17	5	0	-12	11
TRAIL sens C8	-8	2	-5	-3	7	-16	1	-3
SRC3 inh	13	-12	12	15	5	-6	-11	14
SRC2 inh	-18	-19	2	.	-20	30	5	-6
NR5A2 inv ag	5	-25	6	13	-10	14	-17	13
EBV LMP1 NFkB	3	-20	-10	-6	67*	-6	-9	1
TLR9-MyD88 inh	-8	5	-1	-7	6	6	-6	1
NOD2-RIPK2 inh	-14	-6	-4	-5	-8	-2	0	1

9. COc1ccc(OC(C)C(=O)Nc2ccc([N+](=O)[O-])cc2)cc1 (configuration not stated)
10. COc1ccccc1NC(=O)CCNC(=O)Cn1ccc2ccccc2c1=O
11. O=S(=O)(NCCNS(=O)(=O)c1ccc(F)cc1)c1ccc(F)cc1
12. C=CCn1c(SCC(=O)NC2CCCCC2)nnc1C(C)NC(=O)c1cccs1 (configuration not stated)
13. Cn1c(=O)n(C)c2cc(S(=O)(=O)Nc3ccc(F)cc3)ccc21
14. OC(CN1CCN(c2ccccc2F)CC1)c1ccc(F)cc1 (configuration not stated)
15. Cc1c(NC(=O)Nc2ccc(F)cc2F)c(=O)n(-c2ccccc2)n1C
16. O=C(CN1C(=O)NC2(CCc3ccccc32)C1=O)NC1CCCCC1 (configuration not stated)
screen / no.	9	10	11	12	13	14	15	16
TROY signal inh	-7	-9	-6	1	15	-26	15	-5
TWEAK-Fn14 inh	10	-13	-4	6	23	-10	8	-10
NR2F2 inh	-1	-2	-12	-9	-40	-11	3	-5
NCOA1 inh	-15	-70	0	-11	8	-16	-10	11
TRAIL sens C8	2	-15	-11	-17	-10	-11	3	-3
SRC3 inh	5	12	13	-6	-13	-17	-34	14
SRC2 inh	6	-8	-29	-1	5	-18	4	-14
NR5A2 inv ag	11	11	2	-3	0	-10	-19	-17
EBV LMP1 NFkB	3	4	1	-3	2	-3	3	-6
TLR9-MyD88 inh	4	-6	-12	3	-10	-1	5	-7
NOD2-RIPK2 inh	-7	4	-3	-11	3	-8	-2	4

17. CC(=O)Nc1ccc(NC(=O)CSc2nnc(NC(=O)C3CC3)s2)cc1
18. CCN(CC)c1ccc(/C=N/NC(=O)Cc2cccs2)c(O)c1
19. COc1ccc(C2=Nn3c(nnc3-c3ccccn3)SC2)cc1
20. O=C(CN1CCC(n2nnc3cc(F)ccc32)CC1)NNC(=O)c1ccccc1
21. CC(=O)Nc1ccc(NC(=O)CSc2nnc(NC(=O)Cc3ccc(F)cc3)s2)cc1
22. CCc1nnc(NC(=O)CN2CCN(c3nc(-c4ccccc4)cs3)CC2)s1
23. CC(c1ccccc1)N1CC(C(=O)N2CCCC(C(N)=O)C2)CC1=O (configuration not stated)
24. Cn1c(=O)c(C(N)=S)cn(-c2ccccc2)c1=O
screen / no.	17	18	19	20	21	22	23	24
TROY signal inh	-5	-25	-5	6	-1	-12	-3	8
TWEAK-Fn14 inh	14	-13	-20	5	-1	6	1	5
NR2F2 inh	9	0	7	-6	7	14	15	-13
NCOA1 inh	0	13	-22	10	8	7	5	-3
TRAIL sens C8	-12	50	-24	9	2	-19	4	-1
SRC3 inh	3	15	6	-4	-9	-13	-31	-2
SRC2 inh	4	-3	-21	-32	0	12	12	0
NR5A2 inv ag	53	-16	-2	-5	23	-2	-8	-10
EBV LMP1 NFkB	9	33	2	5	-5	17	-1	-1
TLR9-MyD88 inh	3	-10	-4	3	4	-2	-5	-3
NOD2-RIPK2 inh	-12	-3	-4	4	-6	-2	10	3

25. Cc1nnc(SCC(=O)Nc2ccc(N(C)C)cc2)n(N)c1=O
26. COc1ccc(-n2c(C)cc(/C=C(\C#N)C(=O)NCc3ccco3)c2C)cc1
27. Cc1ccc(-c2nnc(N(C)C(=O)c3ccccn3)s2)cn1
28. Cc1ccc(-n2c(Cl)c(Cl)[nH]c(=O)c2=O)cc1
29. Cc1cccc(OCCNC(=O)CCc2ccccc2)c1
30. O=C(CN1C(=O)S/C(=C\C=C\c2ccccc2)C1=O)Nc1ccccc1C(=O)O
31. O=C(Nc1ccccc1-c1nc2ccccc2s1)c1cccnc1
32. CC(CCc1ccccc1)NC(=O)CN(C)Cc1ccc(F)cc1 (configuration not stated)
screen / no.	25	26	27	28	29	30	31	32
TROY signal inh	-11	-6	-42	-4	-5	17	-22	2
TWEAK-Fn14 inh	-4	-20	-11	0	-14	7	-33	-1
NR2F2 inh	-4	-9	-5	-24	-12	-6	5	-6
NCOA1 inh	-12	4	-20	-35	-13	-15	-6	1
TRAIL sens C8	14	-5	6	-9	-9	15	18	-3
SRC3 inh	5	5	-34	-2	4	-12	-11	-8
SRC2 inh	-9	5	-55	-27	-25	-5	5	-3
NR5A2 inv ag	16	-1	-18	-24	-6	-6	16	7
EBV LMP1 NFkB	-1	11	5	-5	.	6	-9	.
TLR9-MyD88 inh	-6	-6	-10	5	.	-5	2	-7
NOD2-RIPK2 inh	2	-3	-5	-1	-12	-4	0	-16

# An excerpt from above in order of formula weight, ascending:
28. Cc1ccc(-n2c(Cl)c(Cl)[nH]c(=O)c2=O)cc1
29. Cc1cccc(OCCNC(=O)CCc2ccccc2)c1
30. O=C(CN1C(=O)S/C(=C\C=C\c2ccccc2)C1=O)Nc1ccccc1C(=O)O
screen / no.	28	29	30
TROY signal inh	-4	-5	17
TWEAK-Fn14 inh	0	-14	7
NR2F2 inh	-24	-12	-6
NCOA1 inh	-35	-13	-15
TRAIL sens C8	-9	-9	15
SRC3 inh	-2	4	-12
SRC2 inh	-27	-25	-5
NR5A2 inv ag	-24	-6	-6
EBV LMP1 NFkB	-5	.	6
TLR9-MyD88 inh	5	.	-5
NOD2-RIPK2 inh	-1	-12	-4

# Additional records follow:
33. CC1CCC(NC(=O)Cn2c(=O)oc3ccccc32)CC1 (configuration not stated)
34. COC(=O)C[C@@H]1C[C@@H]2c3cc(NC(=O)NC4CCCCC4)ccc3O[C@@H]2[C@H](CO)O1
35. CC(C)[C@H](NC(=O)N1c2ccccc2NC(=O)[C@@H]1C(C)C)C(=O)N[C@H](C(=O)O)c1ccccc1
36. CCOCC(=O)NCc1ccc2c(c1)cc(C)n2C
37. CCc1ccc(OCC(=O)OC2CCS(=O)(=O)C2)cc1 (configuration not stated)
38. O=C1OCCC1Sc1nc2ccccc2n1Cc1ccccc1 (configuration not stated)
39. CCOC(=O)c1ccc(NC(=O)CSc2nnc(Cc3cccs3)n2C)cc1
40. COc1ccc(CC(N)c2csc(Nc3cnccn3)n2)cc1 (configuration not stated)
screen / no.	33	34	35	36	37	38	39	40
TROY signal inh	10	4	-2	1	-4	3	2	-6
TWEAK-Fn14 inh	-14	11	8	-16	-12	0	-14	-19
NR2F2 inh	-2	-4	-16	-2	10	2	3	-4
NCOA1 inh	-58	-41	11	11	6	-7	-5	-1
TRAIL sens C8	-5	3	0	-9	-4	8	-10	18
SRC3 inh	-17	-12	5	24	0	5	-20	-10
SRC2 inh	-15	-7	-9	-4	-6	-3	22	-40
NR5A2 inv ag	-4	1	-9	-8	2	15	14	4
EBV LMP1 NFkB	-7	-11	-9	-1	2	-7	-5	.
TLR9-MyD88 inh	0	-1	-16	0	-6	2	-6	.
NOD2-RIPK2 inh	1	-9	-7	-3	8	-3	-2	-3

41. O=C(CCNC(=O)C1CCN(S(=O)(=O)c2ccccc2)CC1)NC1CC1
42. CC(NC(=O)/C(C#N)=C/c1ccc(C(=O)O)cc1)c1ccccc1 (configuration not stated)
43. N#CC(C#N)=C1NC2(CCCCC2)Cc2ccccc21
44. Cn1nnnc1SCC(=O)c1ccc(Br)s1
45. CN1CCN(c2nc(-c3ccco3)cc(C(F)(F)F)n2)CC1
46. COc1ccccc1NC(=O)CSc1nncn1N
47. Nc1nc(SCC(=O)c2ccc(Br)s2)n[nH]1
48. CN(C(=O)c1ccc2c(=O)n3c(nc2c1)CCCCC3)c1ccccc1
screen / no.	41	42	43	44	45	46	47	48
TROY signal inh	1	9	-1	-18	9	-3	9	-2
TWEAK-Fn14 inh	6	8	-6	-10	13	-8	-18	15
NR2F2 inh	9	-5	7	10	.	15	-18	-5
NCOA1 inh	2	8	-2	-26	14	9	-10	7
TRAIL sens C8	-12	13	-14	-4	2	4	-1	-2
SRC3 inh	1	0	23	-4	15	-3	7	-8
SRC2 inh	15	5	-1	7	.	-1	18	5
NR5A2 inv ag	3	-1	4	-5	-2	5	-13	-8
EBV LMP1 NFkB	4	4	-1	-1	7	1	4	-4
TLR9-MyD88 inh	-5	-12	2	-6	-5	7	.	-8
NOD2-RIPK2 inh	-13	-3	-5	3	2	5	0	-13

# In a second layout: 2 of the compounds above.
28. Cc1ccc(-n2c(Cl)c(Cl)[nH]c(=O)c2=O)cc1
  TROY signal inh: -4	TWEAK-Fn14 inh: 0	NR2F2 inh: -24	NCOA1 inh: -35	TRAIL sens C8: -9	SRC3 inh: -2	SRC2 inh: -27	NR5A2 inv ag: -24	EBV LMP1 NFkB: -5	TLR9-MyD88 inh: 5	NOD2-RIPK2 inh: -1
42. CC(NC(=O)/C(C#N)=C/c1ccc(C(=O)O)cc1)c1ccccc1 (configuration not stated)
  TROY signal inh: 9	TWEAK-Fn14 inh: 8	NR2F2 inh: -5	NCOA1 inh: 8	TRAIL sens C8: 13	SRC3 inh: 0	SRC2 inh: 5	NR5A2 inv ag: -1	EBV LMP1 NFkB: 4	TLR9-MyD88 inh: -12	NOD2-RIPK2 inh: -3

# Continued.
49. Cc1noc(C)c1C(=O)Nc1nc2ccc(Cl)cc2s1
50. O=C(NNc1cccc(Cl)n1)C(F)(F)F
51. O=c1c2c([nH]n1-c1ccccc1)CCCC2
52. Cc1cccc(NC(=S)NCc2cccn2C)c1
53. Cc1ccc(Sc2ccc(S(=O)(=O)Nc3ccc(C(=O)O)cc3)cc2)cc1C
54. C=CCOc1ccc(Br)cc1CNC(C)(C)CO
screen / no.	49	50	51	52	53	54
TROY signal inh	2	9	4	-5	23	6
TWEAK-Fn14 inh	0	6	-5	7	-28	-3
NR2F2 inh	-30	-9	20	3	-6	8
NCOA1 inh	-41	2	1	-9	4	2
TRAIL sens C8	7	-3	0	-8	-8	-2
SRC3 inh	-46	5	12	22	-15	6
SRC2 inh	-35	-33	-10	-1	10	-2
NR5A2 inv ag	-87	-21	1	6	18	10
EBV LMP1 NFkB	-13	-1	-6	-6	0	-2
TLR9-MyD88 inh	-3	-7	4	-7	-13	-1
NOD2-RIPK2 inh	-9	-1	4	-1	-2	-2
